Screening data (PubChem BioAssay)
mIAP act – increases mouse intestinal alkaline phosphatase activity. muIAP, CDP-Star luminescence, 30 min; stronger effect = higher value; 1 = vehicle-only enzyme signal, 0 = enzyme-free wells. activation factor at 10 µM. hit rate 0.24% among 330,000;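 active = activation factor of at least 2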; note: the source names both 10 and 20 µM as test concentration; values of inactives mirror those of a sister screen read the other way
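Assay system: mouse IAP enzyme / Compound: DMSO-dissolved test compounds / Timing: 30 min, room temperature / Measured by: luminescence from enzymatic CDP-Star hydrolysis / Control set: DMSO-only wells, enzyme-free buffer wells as negative control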
PfGluPho inh – PfG6PD (Plasmodium falciparum) enzyme inhibition. PfGluPho enzyme, NADPH resazurin-diaphorase fluorescence. inhibition, % at 20 µM. hit rate 0.78% among 350,000;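 active = inhibition reaching at least a set limit at 20 µM in the primary screen, cut at about 59% in these data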;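 note: 0% = DMSO wells with substrate and 100% = DMSO wells lacking glucose-6-phosphate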
hIAP inh – human IAP inhibition | P09923 | purified IAP, CDP-Star luminescence, 30 min | inhibition, % at 10 µM | hit rate 0.12% among 330,000 | AID 2544;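 active = inhibition reaching a set limit with compound at 10 µM in the primary screen, cut at about 35% in these data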;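 note: plate controls were DMSO wells with enzyme for no effect and no-enzyme buffer wells for full effect; values of inactives mirror those of a sister screen read the other way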
Target sequence (P09923 whole entry, looked up): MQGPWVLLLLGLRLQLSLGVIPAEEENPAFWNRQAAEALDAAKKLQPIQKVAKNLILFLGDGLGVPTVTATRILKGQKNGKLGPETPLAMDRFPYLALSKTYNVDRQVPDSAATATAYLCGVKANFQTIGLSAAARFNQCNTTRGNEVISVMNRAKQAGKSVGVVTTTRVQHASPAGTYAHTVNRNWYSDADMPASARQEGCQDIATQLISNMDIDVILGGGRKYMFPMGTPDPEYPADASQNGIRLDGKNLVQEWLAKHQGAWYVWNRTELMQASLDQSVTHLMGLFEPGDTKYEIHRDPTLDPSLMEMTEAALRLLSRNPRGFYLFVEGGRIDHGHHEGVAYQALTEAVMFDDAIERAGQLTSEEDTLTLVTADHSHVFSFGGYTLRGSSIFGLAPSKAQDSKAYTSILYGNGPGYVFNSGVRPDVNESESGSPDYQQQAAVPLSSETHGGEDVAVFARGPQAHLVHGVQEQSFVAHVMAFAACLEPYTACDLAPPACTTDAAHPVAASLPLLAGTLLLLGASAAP
HKDC1 inhibitor – HKDC1 (human) hexokinase inhibition; recombinant HKDC1, G6PDH/diaphorase resazurin coupled fluorescence; inhibition, % at 20 µM; hit rate 0.16% among 340,000; AID 493160;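 active = inhibition above about 35% when tested at 20 µM, limit read from the data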;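 note: plate controls were DMSO wells with enzyme for no effect and DMSO wells lacking enzyme for full effect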
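Incubation: 90 min at room temperature in dark / Material: recombinant HKDC1 (HK5) hexokinase enzyme, produced in-house / Quantity: enzyme 5 µg/mL final / Compound: one dose of 20 µM, 1% DMSO / Reagent: glucose and ATP substrates / Buffer or medium: Tris pH 8.0 buffer with MgCl2, Tween-20, BSA, BME / Technique: resorufin fluorescence at 613 nm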
hIAP activ – human IAP activation | activation factor at 10 µM | AID 2524 | purified human IAP, CDP-Star luminescence, 30 min; stronger effect = higher value; 1 = vehicle-only enzyme, 0 = enzyme-free background | hit rate 0.16% among 330,000;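 active = activation factor of the enzyme at least 2-fold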; note: the source names both 10 and 20 µM as test concentration; values of inactives mirror those of a sister screen read the other way
mIAP inh – mouse IAP inhibition | purified mouse IAP, CDP-Star luminescence, 30 min | hit rate 0.2% among 330,000 | inhibition, % at 10 µM;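 active = inhibition of at least 40% at 10 µM in the primary screen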;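 note: plate controls were DMSO with enzyme for no effect and no enzyme wells for full effect; values of inactives mirror those of a sister screen read the other way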
ATG4B inhibitor – blocks human ATG4B protease cleavage of LC3 substrate; Q9Y4P1; ATG4B cleavage of LC3-PLA2, NBD-HPC fluorescence, 1 h; inhibition, % at 8.33 µM; hit rate 0.51% among 340,000; AID 504462; in the data active = inhibition above about 40%
Target sequence (Q9Y4P1 whole entry, looked up): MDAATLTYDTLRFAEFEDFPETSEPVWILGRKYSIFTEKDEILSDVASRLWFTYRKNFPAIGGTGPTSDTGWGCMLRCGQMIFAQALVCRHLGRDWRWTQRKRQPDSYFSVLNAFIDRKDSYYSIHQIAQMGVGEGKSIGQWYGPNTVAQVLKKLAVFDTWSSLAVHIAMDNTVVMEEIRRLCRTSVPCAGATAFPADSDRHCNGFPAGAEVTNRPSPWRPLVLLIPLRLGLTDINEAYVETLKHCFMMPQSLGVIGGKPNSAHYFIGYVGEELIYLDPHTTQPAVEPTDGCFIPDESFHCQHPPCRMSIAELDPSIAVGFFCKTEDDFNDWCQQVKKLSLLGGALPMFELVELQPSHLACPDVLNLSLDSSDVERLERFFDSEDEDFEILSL
A3A deaminase – blocks human APOBEC3A ssDNA deamination | recombinant A3A, FAM/TAMRA ssDNA deamination fluorescence | inhibition, % at 20 µM | hit rate 0.41% among 330,000;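 active = at least 40% inhibition at 20 µM here, with at most 30% in a related deaminase screen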;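 note: plate controls were A3A with DMSO for no effect and wells lacking A3A enzyme for full effect; some results filed as inactive read as strong as hits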
Starred values were filed as active, the others as inactive; nt = no result given.

SMILES	mIAP act	PfGluPho inh	hIAP inh	HKDC1 inhibitor	hIAP activ	mIAP inh	ATG4B inhibitor	A3A deaminase
COc1ccc(N(CN2C(=O)C3C4C=CC(C4)C3C2=O)C(=O)c2ccco2)cc1 (configuration not stated)	0.97	8	9	-6	0.91	3	-3	-2
COC(=O)NC1(C(F)(F)F)NC(=O)N(C2CCCCC2)C1=O (configuration not stated)	0.98	6	10	-5	0.9	2	-2	-1
Cc1cc(C)n2c(-c3ccccc3Cl)nnc2n1	0.95	-9	-12	-10	1.1	5	7	-1
NNC(=O)CSc1nc(-c2ccccc2)nc2c1CCCC2	0.94	4	10	3	0.9	6	-6	0
CN(CCOc1ccc(Br)cc1)CC(O)c1ccccc1 (configuration not stated)	1	-9	-9	5	1.1	-1	3	-3
CCOC(=O)c1c(S(=O)(=O)Nc2ccc(CN3CCC(C)CC3)cc2)c(C)n(C)c1C	0.96	6	-13	-1	1.1	4	1	-2
Cc1cccc(CSc2nc3c(c(=O)n2C)SCC3)c1	0.99	11	-10	4	1.1	1	-2	4
COc1cc(C(=O)NCCOc2ccccc2)c(Br)c(OC)c1OC	1.1	4	-1	-5	1	-5	-9	-2
Cc1ccc(NS(=O)(=O)c2ccc(C(=O)N3CC(C)CC(C)C3)cc2)cc1 (configuration not stated)	1	-17	6	5	0.94	-3	30	-2
O=C(NCCc1ccccc1)C(c1cccs1)N(C(=O)c1csnn1)C1CC1 (configuration not stated)	1	-4	6	-6	0.94	-5	-9	-4
Nc1ccc(C(=O)OCC(=O)Nc2ccc([N+](=O)[O-])cc2C(F)(F)F)cc1	1.1	4	7	-7	0.93	-8	-5	-3
CC(=O)CCc1ccc(OCCCCn2cncn2)cc1	1	0	3	-3	0.97	0	-8	-4
CC(=O)c1cc2c(s1)-c1cc(F)ccc1OC2	1.2	6	-17	-3	1.2	-20	-9	-3
Cc1ccc(NC(=O)c2cc(-c3ccccc3O)n[nH]2)cc1C	1.1	-11	-139	0	2.4*	-15	4	0
CCCCCCCNC(=O)C1(CC2CC(c3ccc(Cl)cc3)=NO2)CCN(C(=O)OC(C)(C)C)CC1 (configuration not stated)	1.5	-39	-4	-16	1	-54	-11	-5

The final 2 records of the part before are carried over, then new ones follow.
SMILES	mIAP act	PfGluPho inh	hIAP inh	HKDC1 inhibitor	hIAP activ	mIAP inh	ATG4B inhibitor	A3A deaminase
Cc1ccc(NC(=O)c2cc(-c3ccccc3O)n[nH]2)cc1C	1.1	-11	-139	0	2.4*	-15	4	0
CCCCCCCNC(=O)C1(CC2CC(c3ccc(Cl)cc3)=NO2)CCN(C(=O)OC(C)(C)C)CC1 (configuration not stated)	1.5	-39	-4	-16	1	-54	-11	-5
COc1ccc(N(CC(=O)NCc2ccccc2)S(=O)(=O)c2c(C)noc2C)cc1	1	-14	8	1	0.92	-1	1	-3
C[C@@]12CCC=C[C@H]1[C@H](c1ccc(F)c(/C=C/c3ccccc3)c1)N(Cc1ccccc1)C2=O	0.93	-14	-3	5	1	7	-2	-1
Cc1ccccc1C(=O)NC(=S)Nc1ccc(N2CCN(C(=O)c3ccccc3)CC2)cc1	0.9	12	4	-1	0.96	10	5	-4
CN(CC(O)COc1ccc(S(=O)(=O)N2CCOCC2)cc1)C1CCCCC1 (configuration not stated)	0.97	0	-3	-3	1	3	-7	2
O=C(c1ccccn1)N1CCCC(N2CCN(c3cccc(C(F)(F)F)c3)CC2)C1 (configuration not stated)	0.94	-13	-16	3	1.2	6	-2	-1
COc1ccc(C(C)(C)C)cc1S(=O)(=O)N1CCN(C)CC1	1	-14	10	-5	0.9	-1	3	1
CCOc1ccc(S(=O)(=O)N2CCN(S(=O)(=O)c3ccc(OCC)cc3)C(C)C2)cc1 (configuration not stated)	0.99	-6	2	-8	0.97	1	1	-4
CCCc1cc(=O)[nH]c2nnc(SCC(=O)Nc3cc(C)on3)n12	0.84	8	-15	-5	1.2	16	-8	1
CCOc1ccc(CC(=O)NCC2(N3CCCCC3)CCCCC2)cc1	1.1	0	16	0	0.84	-9	-10	6
COc1ccccc1NC(=O)CN1CCCCC1	1	-8	-41	-7	1.4	-5	-5	-2
Cc1nc2c3ccccc3[nH]c(=O)n2n1	0.92	5	24	-7	0.76	8	5	-3
CCOC(=O)N1CCN(C(=O)C(C)SCc2ccccc2)CC1 (configuration not stated)	0.96	1	-1	-13	1	4	-1	-3
c1ccc(CNc2cncnc2)cc1	1.1	-9	-13	-7	1.1	-5	3	-3
CCCNC(=O)c1cc2ccccc2c(=O)o1	1	-4	3	-7	0.97	0	7	-2
O=C(Nc1cccnc1)c1ccc(Cl)c(Cl)c1	1.1	0	-38	5	1.4	-5	4	-9
Cc1ccc2[nH]c(CCN(C)C)c(CC#N)c2c1	0.94	1	6	-6	0.94	6	1	-2
CCOC(=O)c1c(OCCO)nn(-c2ccc(Cl)cc2)c1N	0.99	-10	0	-10	1	1	1	0
Cc1ccc(-c2cn(S(=O)(=O)c3cccc4nsnc34)nc2N)cc1	0.96	-6	1	-1	0.99	4	-2	-2
COc1ccc(NC(=O)N2CCCC2C(=O)Nc2ccc(C)cc2)cc1 (configuration not stated)	0.97	-14	11	-1	0.89	3	-7	1
CCOC(=O)c1sc(NC(=O)CCN2CCN(CC)CC2)c(C(=O)OCC)c1C	0.91	3	19	-9	0.81	9	-10	-1
CC1=NN(c2nc3ccccc3[nH]2)C(=O)/C1=C/N(C)C	1.1	-6	-128	-2	2.3*	-6	3	-6
O=C(NNc1c(Cl)cccc1Cl)c1cccs1	1.1	16	-6	2	1.1	-6	-6	3
COC(=O)C1C(=O)/C(=C(/C)N2CCCC2)C(=O)CC1(C)C (configuration not stated)	0.96	3	1	-3	0.99	4	-11	3
N#Cc1ccc(C2N=C(c3ccccc3)NO2)cc1 (configuration not stated)	1.1	1	1	0	0.99	-6	1	0
Cc1ccc(C)c(Cn2nnc3c(=O)[nH]c(C4CCN(S(=O)(=O)c5ccc(S(=O)(=O)NC6CC6)cc5)CC4)nc32)c1	1	-12	4	9	0.96	-3	-10	-5
O=C(CNC1CCCCCC1)c1cccs1	0.95	-24	-10	-12	1.1	5	-3	2
O=C(Nc1ccccc1)Nc1ccc(Oc2ncnc3cc(Cl)ccc23)nc1	1.1	17	6	1	0.94	-6	0	-2
CC(=O)N(Cc1ccco1)Cc1cc2cccc(C)c2n2nnnc12	1	nt	8	nt	0.92	0	nt	6
O=C(CSc1nnc(-c2cccnc2)o1)Nc1cccc(Cl)c1	1	23	2	4	0.97	-3	1	-1
Cc1ccc(NC(=O)c2sccc2-n2cccc2)c(C)c1	1	9	-24	2	1.2	-1	6	-5
COc1ccc(OC)c(NC(=O)c2ccc3c(c2)CCN3S(C)(=O)=O)c1	0.85	8	-1	-3	1	15	-7	-5
CCC(CO)Oc1cc(NC(=O)c2ccccc2)c2ncn(C(C)C)c2c1 (configuration not stated)	0.97	13	7	17	0.93	3	-7	-1
COc1ccc(CCNC(=O)CCCCCNC(=O)N2CCn3c2nc2ccccc23)cc1OC	1.1	10	-5	-6	1	-6	1	-2
Cc1c(C(=O)N2CCN(C)CC2)oc2ccc(Br)cc12	0.76	-2	-1	1	1	24	1	-3
O=C(c1cc2ccccc2oc1=O)N(Cc1cccs1)Cc1ccccc1Cl	0.96	19	1	4	0.99	4	1	-5
CCCc1nc2ccccc2c(=O)n1CC(=O)c1ccc(OC)cc1	1	-7	-6	-4	1.1	-2	4	-3
Cc1cc(C)n(-c2nc(N(C)C)nc(N(C)C)n2)n1	0.98	-7	10	-8	0.9	2	0	-2
Cc1[nH]c2ccccc2c1CCNC(=O)c1c(N)no[n+]1[O-]	0.9	-8	10	5	0.9	10	2	-1
COc1ccc(OC)c(NC(=O)C(CC(C)C)NC(=O)C2CCCCC2)c1 (configuration not stated)	1	20	11	8	0.89	-4	-9	0
O=C(Nc1ncccc1O)c1cccc(S(=O)(=O)N2CCCc3ccccc32)c1	0.93	-5	-5	3	1.1	8	-2	1
O=C(Cn1c(NCCO)nc2ccccc21)c1ccc(F)cc1	0.98	3	0	-7	1	2	-3	1
Cc1ccc(NC(=O)CSc2nnc(-c3cccnc3)n2CCN2CCCCC2)cc1	1.1	-5	-17	-11	1.2	-6	-12	1
O=C(NCCc1ccccc1)N1CCCC(CNS(=O)(=O)Cc2ccccc2)C1 (configuration not stated)	0.91	-10	-20	-8	1.2	9	3	0
N#Cc1ccc(COC(=O)c2ccc(N3CCCC3)c([N+](=O)[O-])c2)cc1	0.88	-1	-7	-7	1.1	12	-3	-3
COc1nc(NCCC2=CCCCC2)nc(OC)n1	1	2	-7	0	1.1	-3	-10	-8
CC1CCCN(C(=O)c2ccc(COc3ccccc3Br)cc2)C1 (configuration not stated)	0.95	0	-7	-5	1.1	5	61*	-7
Cc1cccc(N2CCN(C(=O)c3ccncc3)CC2)c1C	0.96	-14	12	-2	0.88	4	-5	-1
COc1ccc(CNC(N)=O)cc1OC	1	-6	-9	-5	1.1	-2	1	4
Nc1cc(S(=O)(=O)Nc2ccc(Br)cc2)ccc1Cl	1	-3	-7	2	1.1	-1	-9	10
Cc1ccc(Cn2c(=O)n(Cc3ccco3)c(=O)c3ccccc32)cc1	1.1	-17	-3	6	1	-10	1	-4
Cc1ccc(OCCn2cc(/C=C(\C#N)C(=O)NCC3CCCO3)c3ccccc32)cc1 (configuration not stated)	0.87	12	11	-4	0.89	13	20	1
CCCn1c(=O)[nH]c(=O)c2c1nc(-c1ccccc1)n2CCN1CCOCC1	0.96	1	1	1	0.99	4	-8	21
CC(C(=O)N(C)C1CCS(=O)(=O)C1)N1C(=O)/C(=C/c2cccs2)SC1=S (configuration not stated)	0.87	10	-27	3	1.3	13	-2	-6
Cc1ccc(OCC(=O)Nc2ccc(-n3cnnn3)cc2)c(C)c1	1	-5	-10	-2	1.1	-3	1	-4
Cc1ccc[n+](CC(=O)Nc2cc(C(F)(F)F)ccc2Cl)c1	1.1	-8	-19	-6	1.2	-8	3	3
CCCn1c(CCc2ccccc2)n[nH]c1=S	0.98	27	7	6	0.93	2	3	-4
COc1ccc(C2CC(=O)C=C(NCCC(C)C)C2)cc1 (configuration not stated)	1	-14	-9	7	1.1	-4	11	1
CSc1ccccc1OCc1cc(C(=O)N2CCN(C3CCCC3)C(=O)C2)no1	0.97	7	-10	-2	1.1	2	2	-3
COc1ccc(CCn2c(-c3cc([N+](=O)[O-])cc([N+](=O)[O-])c3)nc3nc4ccccc4nc32)cc1	0.9	0	14	-5	0.86	10	-3	-2
CCN(CC)S(=O)(=O)c1cccc(C(=O)Nc2nncs2)c1	1.1	-37	14	10	0.86	-7	2	2
Cc1ccc([N+](=O)[O-])cc1NC(=O)C1CCCC1	1.1	-2	-21	-4	1.2	-6	0	-1
CN(CC(=O)Nc1ccc(F)cc1)C(=O)CCc1nc2ccccc2c(=O)[nH]1	1.1	-2	6	1	0.94	-9	5	1

Quoted at random: five records from the list.
SMILES	mIAP act	PfGluPho inh	hIAP inh	HKDC1 inhibitor	hIAP activ	mIAP inh	ATG4B inhibitor	A3A deaminase
CCCn1c(=O)[nH]c(=O)c2c1nc(-c1ccccc1)n2CCN1CCOCC1	0.96	1	1	1	0.99	4	-8	21
COc1ccc(C2CC(=O)C=C(NCCC(C)C)C2)cc1 (configuration not stated)	1	-14	-9	7	1.1	-4	11	1
Cc1ccc([N+](=O)[O-])cc1NC(=O)C1CCCC1	1.1	-2	-21	-4	1.2	-6	0	-1
Cc1ccc(OCC(=O)Nc2ccc(-n3cnnn3)cc2)c(C)c1	1	-5	-10	-2	1.1	-3	1	-4
Cc1ccc(Cn2c(=O)n(Cc3ccco3)c(=O)c3ccccc32)cc1	1.1	-17	-3	6	1	-10	1	-4
